GPR151 activ – activates the human receptor GPR151. Q8TDV0. PathHunter beta-arrestin GPR151 cells, luminescence. activation, % at 11.2 µM. 1% of 650,000 active; in the data active = activation above about 4.9%;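 also: 0% = median of compound wells and 100% = cells with positive control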
Target sequence (Q8TDV0 whole entry, looked up): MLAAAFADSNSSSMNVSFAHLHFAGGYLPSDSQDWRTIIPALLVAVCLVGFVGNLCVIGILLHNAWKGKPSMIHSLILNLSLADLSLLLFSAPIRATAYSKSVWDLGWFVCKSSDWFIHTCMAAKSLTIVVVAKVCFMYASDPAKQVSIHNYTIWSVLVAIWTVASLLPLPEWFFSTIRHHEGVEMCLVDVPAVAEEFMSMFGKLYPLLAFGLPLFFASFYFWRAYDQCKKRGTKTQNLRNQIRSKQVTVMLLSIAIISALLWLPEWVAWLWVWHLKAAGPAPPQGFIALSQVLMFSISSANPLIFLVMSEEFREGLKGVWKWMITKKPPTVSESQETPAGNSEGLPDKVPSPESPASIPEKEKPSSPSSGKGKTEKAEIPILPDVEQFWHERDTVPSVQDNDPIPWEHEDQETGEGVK
FBW7 act – activators of human E3 ligase FBW7. 0.13% of 650,000 active. normalized activity (activation), % at 26.1 µM. Q969H0. AlphaScreen FBW7–phospho-cyclin E peptide binding, activator screen; in the data active = normalized activity above about 1.9%;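 also: purified mutant Fbw7 with reduced substrate affinity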
MITF primary – blocks human microphthalmia-associated transcription factor | AID 1259374 | inhibition, % at 2.6 µM | AlphaScreen MITF homodimerization, bead proximity signal | 0.91% of 650,000 active; in the data active = inhibition above about 50%;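 also: 0% = vehicle wells with protein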
TEAD-YAP inh – TEAD-YAP interaction inhibition; HEK-TIYL cells, TEAD-Gal4/YAP UAS-luciferase luminescence; inhibition, % at 9.12 µM; 1.4% of 640,000 active; AID 1259422; in the data active = inhibition above about 32%;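 also: 0% = median of test compound wells and 100% = reference inhibitor wells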
Numbers without * were called inactive.

SMILES	GPR151 activ	FBW7 act	MITF primary	TEAD-YAP inh
CN(C)c1ccc(/C=C(\C#N)C(=O)NCCN2CCOCC2)cc1	-1.2	0.0	6	-5
NS(=O)(=O)c1ccc(CCn2c(=S)[nH]c3ccccc3c2=O)cc1	-0.6	0.0	0	-21
CCN(CC)S(=O)(=O)c1ccc(Oc2ccc(C=O)cc2OC)c([N+](=O)[O-])c1	0.2	-0.1	-4	-3
Cc1ccsc1-c1ncnn1-c1ccc(Cl)cc1	-0.6	-0.1	6	5
CCOc1ccc(-n2c(=S)sc3c(=O)n(-c4ccccc4)c(SCC(=O)Nc4ccc(OC)cc4OC)nc32)cc1	0.5	0.0	6	-1
COc1ccc(C(=O)N2CCCC2)cc1S(=O)(=O)N1CCOCC1	0.0	-0.3	-2	6
CC1CC(C)CN(CCCNC(=O)c2ccc(N3CCCC3=O)cc2)C1 (configuration not stated)	0.5	1.0	4	-5
CCCCC(=O)Nc1c(C(=O)Nc2cccc(OC)c2)oc2ccccc12	0.3	0.2	20	-23
COc1ccc(NC(=O)CCS(=O)(=O)c2ccc(C)cc2)c(OC)c1	-0.1	-0.1	-7	-10
CCn1c(SCC(=O)N/N=C/c2cc(OC)c(O)c(OC)c2)nc2ccccc21	0.2	0.8	8	-4

An excerpt from above in order of SMILES length, low to high:
SMILES	GPR151 activ	FBW7 act	MITF primary	TEAD-YAP inh
Cc1ccsc1-c1ncnn1-c1ccc(Cl)cc1	-0.6	-0.1	6	5
CCCCC(=O)Nc1c(C(=O)Nc2cccc(OC)c2)oc2ccccc12	0.3	0.2	20	-23
COc1ccc(NC(=O)CCS(=O)(=O)c2ccc(C)cc2)c(OC)c1	-0.1	-0.1	-7	-10
CCOc1ccc(-n2c(=S)sc3c(=O)n(-c4ccccc4)c(SCC(=O)Nc4ccc(OC)cc4OC)nc32)cc1	0.5	0.0	6	-1

(more compounds)
SMILES	GPR151 activ	FBW7 act	MITF primary	TEAD-YAP inh
O=C(NCC12CC3CC(C1)CC(CNC(=O)c1cccs1)(C3)C2)c1cccs1	1.9	0.3	-5	10
O=C(O)c1cc(Nc2nc(-c3ccc(O)cc3)cs2)ccc1O	0.2	-0.2	0	-7
O=C(CSc1nnc(-c2ccc3c(c2)OCO3)o1)c1cc(F)ccc1F	-1.0	0.5	16	-2
Cc1ccc(-c2cn(-c3ccc(Cl)cc3)c(=S)[nH]2)cc1	-0.8	-0.1	-4	-33
Nc1nc(NC2CC2)cc(-c2cccs2)n1	-0.7	-0.1	0	-40
O=C(COc1ccccc1CNCc1ccccc1)Nc1ccccc1	-0.4	0.5	6	0
O=C1c2ccccc2C(=O)c2c1cccc2S(=O)(=O)NNc1ccccc1	-0.2	-0.3	-10	10
CCNC(=O)CC1C(=O)N(c2ccc(C)cc2)C(=O)N1CCC(C)C (configuration not stated)	0.2	-0.1	9	-8
CCOC(=O)C1=C(C)N=c2s/c(=C\c3cc([N+](=O)[O-])ccc3N3CCOCC3)c(=O)n2C1c1ccc(OCC)cc1 (configuration not stated)	1.7	-0.1	-1	-2
CCC(C)NC(=O)CSc1nnc(-c2ccoc2C)n1Cc1ccco1 (configuration not stated)	0.1	-0.1	10	-1
COC(=O)CN1C(=O)c2ccc([N+](=O)[O-])cc2S1=O (configuration not stated)	1.3	0.2	7	-7
COc1ccc(C(=O)/C(=C\c2ccco2)N2C=CC=CC2=C(C#N)C#N)cc1	-3.6	0.2	5	43*
CCOC(=O)c1c(NC(=O)COc2ccccc2)sc2c1CCN(C(=O)OCC)C2	0.1	0.2	13	14
Cc1ccc([N+](=O)[O-])cc1NC(=O)COc1ccc(Br)cc1	1.8	0.0	15	11
CCc1ccc(NC(=O)Cn2c(=O)n(Cc3ccco3)c(=O)c3cccnc32)cc1	0.8	0.0	4	6
O=C(O)C(CSCc1ccccc1)N1C(=O)c2ccccc2C1=O (configuration not stated)	0.0	-0.7	1	1
CCCCc1c(C)[nH]c2ccc(OC)cc2c1=O	-0.3	-0.2	-6	-2
Cc1ccc(/C=N/NC(=O)CNC(=O)c2cccs2)cc1	-2.4	0.2	7	11
COc1ccc(Cl)cc1N=c1oc2c(C)ncc(CO)c2cc1C(N)=O	0.1	0.2	-4	0
O=C(CCCCCn1c(=S)[nH]c2ccsc2c1=O)NCc1cccnc1	-0.6	-0.3	7	-1
CCCCCOC(=O)C1=C(C)NC2=C(C(=O)CC(C)(C)C2)C1c1ccc(OCC)cc1 (configuration not stated)	2.7	0.0	-2	5
CC(Sc1nnc(N)s1)C(=O)Nc1nc(-c2ccccc2)cs1 (configuration not stated)	4.6	0.0	-2	3
Cc1nccn1CCNC(=O)NC(c1ccccc1)c1ccccc1	-0.2	0.6	11	7
COc1cc(C(=O)Nc2nnc(-c3ccccc3Cl)s2)cc(OC)c1OC	-0.6	0.2	8	3
N#Cc1ccccc1Cn1cc(/C=C/[N+](=O)[O-])c2ccccc21	-0.2	0.1	11	1
COc1ccc(NC(=O)CCCCCN2C(=O)c3cccc([N+](=O)[O-])c3C2=O)c(OC)c1	7.9*	0.1	14	3
CCc1ccc(NC(=O)NC(C)(C)C)cc1	0.3	-0.2	-2	-79
Cc1cc(C)nc(SCC(=O)Oc2ccc3c(C)cc(=O)oc3c2)n1	2.3	-0.1	-2	-4
CCOc1cc(/C=N/O)ccc1OCc1cccc(F)c1	1.3	0.4	9	-13
CS(=O)(=O)c1ccccc1CN1CCC(N(CC2CC2)S(C)(=O)=O)CC1	0.4	0.3	14	18

Results in TEAD-YAP inh, for some of the entries so far:
canonical_smiles	TEAD-YAP inh
CCNC(=O)CC1C(=O)N(c2ccc(C)cc2)C(=O)N1CCC(C)C (configuration not stated)	-8
CCOC(=O)C1=C(C)N=c2s/c(=C\c3cc([N+](=O)[O-])ccc3N3CCOCC3)c(=O)n2C1c1ccc(OCC)cc1 (configuration not stated)	-2

New compounds follow
SMILES	GPR151 activ	FBW7 act	MITF primary	TEAD-YAP inh
Cc1cc(Br)c(NC(=O)CSCC(=O)Nc2ccccc2)cc1C	2.2	-0.1	-12	3
CCn1ccc(C(=O)Nc2c(C)cccc2C)n1	-1.0	-0.1	4	-8
CC(C)CCNC(=O)c1cccc2c1SCCC2=O	-1.0	0.0	-13	1
COc1ccc(CC(=O)N/C(N)=N/c2nc3ccccc3s2)cc1OC	-0.4	-0.1	18	-3
COc1ccc(C2CC(=O)C3=C(C2)NC(=O)CC3c2ccc(Cl)cc2)cc1 (configuration not stated)	-0.3	0.8	21	-4
CCOC(=O)c1c(NC(=O)CSc2nnc(CNC(=O)c3cccs3)n2-c2ccc(Br)cc2)sc2c1CCCCC2	-0.4	-0.1	1	-4
Cc1ccc(C(=O)Nc2cccc(-c3nn4c(C)nnc4s3)c2)cc1C	0.4	0.0	6	6
COc1ccc(S(=O)(=O)NC(CC(=O)NC2CCCC(C)C2C)C(C)C)cc1 (configuration not stated)	-0.6	-0.1	17	-3
COc1ccc(NS(=O)(=O)c2ccc3c(c2)OCCN3C)c(OC)c1	0.5	-0.1	-11	3
Cc1ccc(C)c(CSc2ncc(CO)n2CC(=O)NC2CCCC2)c1	1.4	0.0	7	7
N#Cc1c(C(F)(F)F)nc(=O)n2nc3n(c12)CCCCC3	0.7	-0.1	4	10
Cc1onc(-c2ccccc2)c1C(=O)NCC1Cc2c(F)ccc(-c3ccncc3)c2O1 (configuration not stated)	-1.1	0.1	8	0
CC(=O)CSc1ncnc2sc(-c3ccccc3)cc12	0.1	0.6	8	-23
O=C(Nc1cc(C(F)(F)F)ccc1Cl)c1nn2c(C(F)(F)F)cc(-c3cccs3)nc2c1Cl	1.6	0.0	-1	3
Cc1ccc(-c2nc(NCCCN(C)C)c3ccccc3n2)cc1	-0.8	-0.1	-4	-27
COc1cc(-c2nc(-c3ccccc3)c(-c3ccccc3)[nH]2)ccc1OCc1ccccc1Cl	-0.3	0.0	11	-1
CC(C(=O)NC1CCCC1)n1c2ccccc2c2cnn(C)c(=O)c21 (configuration not stated)	-0.1	0.2	-2	5
CC(C)(C)C(=O)NC1CCN(C(=S)Nc2ccc(Cl)cc2)CC1	0.3	0.9	12	11
NC1=NC(=O)/C(=C/C=C/c2ccc([N+](=O)[O-])o2)S1	0.1	-0.2	98*	35*
CSc1nc2c(c(-c3ccc(O)cc3)c1C#N)CCC2	-0.9	0.5	20	-7

An excerpt of these results, as labelled records.
COc1cc(-c2nc(-c3ccccc3)c(-c3ccccc3)[nH]2)ccc1OCc1ccccc1Cl
  GPR151 activ = -0.3
  FBW7 act = 0.0
  MITF primary = 11
  TEAD-YAP inh = -1

CC(=O)CSc1ncnc2sc(-c3ccccc3)cc12
  GPR151 activ = 0.1
  FBW7 act = 0.6
  MITF primary = 8
  TEAD-YAP inh = -23

O=C(Nc1cc(C(F)(F)F)ccc1Cl)c1nn2c(C(F)(F)F)cc(-c3cccs3)nc2c1Cl
  GPR151 activ = 1.6
  FBW7 act = 0.0
  MITF primary = -1
  TEAD-YAP inh = 3

NC1=NC(=O)/C(=C/C=C/c2ccc([N+](=O)[O-])o2)S1
  GPR151 activ = 0.1
  FBW7 act = -0.2
  MITF primary = 98*
  TEAD-YAP inh = 35*

Other records
SMILES	GPR151 activ	FBW7 act	MITF primary	TEAD-YAP inh
Cc1ncn(-c2ccc(Nc3nccc(-c4ccc(NS(C)(=O)=O)cc4)n3)cc2)n1	0.5	-0.1	-12	12
COc1cc(CN2CCN(CC(C)C)C(CCO)C2)cc(OC)c1OC (configuration not stated)	-0.5	0.0	-1	9
Cc1cccc(S(=O)(=O)NCC(c2ccc(N(C)C)cc2)N2CCN(C)CC2)c1 (configuration not stated)	2.4	-0.3	1	4
CN(C)S(=O)(=O)c1ccc(/C(O)=C2\C(=O)C(=O)N(Cc3cccnc3)C2c2cccc(Oc3ccccc3)c2)cc1 (configuration not stated)	-0.3	0.1	-19	1
Cc1ccc(-c2cnc3c(NCc4cccs4)nccn23)cc1	-0.8	-0.1	-9	-59
CC(C)[C@H]1CN(Cc2ccco2)CCN1C(=O)Nc1ccccc1F	-1.0	0.0	11	4
CCCC(=O)N1CCN(c2ccc(NC(=O)C(C)C)cc2)CC1	-0.7	0.0	7	-7
CCOc1ccc(NC(=O)CSc2cn(CCNC(=O)c3cccc(C(F)(F)F)c3)c3ccccc23)cc1	-1.9	0.0	5	8
CN(C)C(=O)CN(c1cccc(Br)c1)S(C)(=O)=O	-0.4	0.1	10	13
CC(=O)Oc1ccc(/C=C2\N=C(c3ccc(I)cc3)OC2=O)cc1	2.2	-0.1	-1	5
COc1cc(-c2nnc(SCC(=O)N3CCN(C(C)=O)CC3)o2)cc(OC)c1OC	0.7	0.6	15	-2
O=C(NCCCn1ccnc1)c1noc2c1CCc1ccccc1-2	1.2	-0.2	3	-4
O=C(Cc1cccc2ccccc12)N/N=C\c1ccc(F)cc1	-0.6	-0.1	-2	3
Nc1nnc(SCC(=O)Nc2nnc(SCC(=O)N3c4ccccc4Sc4ccccc43)s2)s1	-1.4	0.2	13	5
NS(=O)(=O)c1ccc(Br)c2nsnc12	-0.5	-0.1	-3	-7
CCNc1ncc(C(=O)NCCN2CCOCC2)s1	-1.4	0.2	16	0
CCOc1ccc2ccccc2c1C1NC(=S)NC(C)=C1C(=O)OC (configuration not stated)	-1.3	0.1	7	3
Cc1ccc(C(=O)COC(=O)C2CCC2)cc1	-0.5	0.5	-4	9

Assay outcomes from PubChem.
